Vif-A3F inh: qHTS for Inhibitors of Vif-A3F Interactions: qHTS; actives 0.2% (n = 390,000); Potency, µM (series often up to 46.1 µM), for inactives: top-dose activity, negative = active; HeLa A3F-eYFP + Vif (tagged APOBEC3F with the HIV-1 protein that degrades it), YFP fluorescence increase; note: potency is the fitted concentration of half-maximal effect; % of control where 0% means no effect; nearly all actives have a fitted effect of over 65% in size
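HeLa cells stably expressing Vif plus C-terminally eYFP-tagged A3F were seeded, incubated overnight at 37 deg C, dosed with compound, incubated overnight again at 37 deg C. Yellow fluorescence (Ex 488/Em 500-530) reported blocked Vif-mediated A3F-eYFP degradation.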
Glioma ERSR ind: qHTS for Inducers of the Endoplasmic Reticulum Stress Response (ERSR) in Human Glioma: qHTS | U87-MG GRP78 promoter luciferase reporter, 16 h | Potency, µM, for inactives: top-dose activation, hits mostly activators | actives 0.02% (n = 420,000); note: potency is the fitted concentration of half-maximal effect; series mostly up to about 76 µM; % of control where 0% means no effect; nearly all actives have a fitted effect of over 35% in size
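Stably transfected U87-MG glioma cells carrying a GRP78-based luciferase sensor; 16 h compound incubation. Luminescence end-point read 10 min after Bright-Glo addition at room temperature.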
D1 antag: Antagonist of Human D 1 Dopamine Receptor: qHTS; D(1A) dopamine receptor (Homo sapiens), P21728; HEK293 TREx D1 cells, calcium flux, dopamine EC80; active compounds read low; activity change, negative = inhibition, % at 10 µM; actives 3.2% (n = 360,000); AID 504652, 2011; in the data active = activity change below about -30%; note: % is set by controls: 0 for no effect and ±100 for the full control effect
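Antagonism measured as reduced calcium response to an EC80 dopamine addition following 180 s compound pre-read; cells were inducible HEK293 Trex D1 plated overnight at 30 C, read kinetically at 1 cycle/sec.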
D1 ag: Allosteric Agonists of the Human D1 Dopamine Receptor: qHTS | AID 504660, 2011 | D(1A) dopamine receptor (Homo sapiens), P21728 | activation, % at 2 µM | actives 1% (n = 360,000) | HEK293 T-REx D1 cells, calcium flux, agonist mode; in the data active = activation above about 30%; note: 0% is about no effect
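Agonism was scored from calcium flux recorded over 180 s (1 read/s) after pintool compound addition, following a 10-cycle baseline. Cells were inducible force-coupled HEK293 TREx D1, plated overnight at 30 C and loaded with no-wash calcium dye.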
RXFP1 agonist: qHTS Assay for Agonists of the Relaxin Receptor RXFP1. Potency, µM (top dose mostly 57.5 µM), for the others: top-dose activation, usual class: activators. AID 2676, 2010. HEK293T-RXFP1 cAMP TR-FRET, 30 min; response scale: percent of porcine relaxin response, buffer zero. actives 0.3% (n = 370,000). Relaxin receptor 1 (Homo sapiens), Q9HBX9; note: potency is the fitted concentration of half-maximal effect; % is set by controls: 0 for no effect and ±100 for the full control effect; nearly all actives have a fitted effect of over 60% in size; many of its hits are not listed in these tables
Target sequence (Q9HBX9 whole entry, looked up): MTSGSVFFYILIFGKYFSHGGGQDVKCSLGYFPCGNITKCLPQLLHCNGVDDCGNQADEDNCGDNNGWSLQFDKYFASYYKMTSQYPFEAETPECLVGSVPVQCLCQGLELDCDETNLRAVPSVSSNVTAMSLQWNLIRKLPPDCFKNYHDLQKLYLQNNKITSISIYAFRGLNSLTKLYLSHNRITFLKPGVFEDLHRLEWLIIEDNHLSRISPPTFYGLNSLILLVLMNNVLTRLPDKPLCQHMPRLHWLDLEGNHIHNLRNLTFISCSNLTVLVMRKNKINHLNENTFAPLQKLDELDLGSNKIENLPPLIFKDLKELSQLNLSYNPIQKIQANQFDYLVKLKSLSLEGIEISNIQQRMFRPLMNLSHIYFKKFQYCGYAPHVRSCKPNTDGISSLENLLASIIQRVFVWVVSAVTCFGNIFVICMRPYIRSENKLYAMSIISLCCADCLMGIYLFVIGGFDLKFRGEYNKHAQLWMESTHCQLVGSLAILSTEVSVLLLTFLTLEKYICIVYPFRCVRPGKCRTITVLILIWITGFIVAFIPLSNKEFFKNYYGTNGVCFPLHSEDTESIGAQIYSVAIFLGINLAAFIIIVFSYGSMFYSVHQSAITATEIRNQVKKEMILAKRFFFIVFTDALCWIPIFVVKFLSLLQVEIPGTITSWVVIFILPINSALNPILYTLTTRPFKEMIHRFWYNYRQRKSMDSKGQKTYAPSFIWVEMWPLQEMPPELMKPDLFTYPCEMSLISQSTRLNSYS
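HEK293 cells stably expressing RXFP1, treated 30 min at 37C with compounds plus PDE4 inhibitor Ro 20174; cAMP measured by HTRF TR-FRET. Normalized to buffer and 29 nM porcine relaxin; EC50 by Hill fit.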
D1 potentiator: Potentiators of Human D1 Dopamine Receptor: qHTS | D(1A) dopamine receptor (Homo sapiens), P21728 | HEK293 TREx D1 cells, calcium flux, dopamine EC20 potentiation | potentiation, % at 10 µM | actives 0.036% (n = 360,000) | AID 504651, 2011; in the data active = potentiation above about 30%; note: 0% is about no effect
D2 potentiator: HTS Assay for Positive Allosteric Modulators of the Human D2 Dopamine Receptor: Primary Screen for Potentiators | D(2) dopamine receptor (Homo sapiens), P14416 | HEK293 T-REx D2, calcium flux, EC20 dopamine potentiation | potentiation, % at 10 µM | actives 0.34% (n = 340,000) | AID 485347, 2010;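 active = potentiation over 3 SD above the plate norm, cut at about 30% in these data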; note: 0% is about no effect
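Using a no-wash calcium dye in inducible, force-coupled HEK293 Trex cells expressing D2, we tracked fluorescence each second for 180 s after compound, then for 180 s after EC20 dopamine to detect augmented signalling.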
Vif-APOBEC3G blk: qHTS for Inhibitors of Vif-A3G Interactions: qHTS. DNA dC->dU-editing enzyme APOBEC-3G (Homo sapiens), Q9HC16. HeLa A3G-eYFP + Vif (tagged APOBEC3G with the HIV-1 protein that degrades it), YFP fluorescence, overnight. Potency, µM (highest dose often 46.1 µM), for inactives: top-dose activity, negative = active, hits mostly inhibitors. actives 0.076% (n = 410,000);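 note: potency is the fitted concentration of half-maximal effect; % is set by controls: 0 for no effect and ±100 for the full control effect; nearly all actives have a fitted effect of over 60% in size; hits raise eYFP signal because A3G escapes Vif-driven loss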
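HeLa cells stably expressing Vif and C-terminally eYFP-tagged A3G, seeded overnight at 37 deg C, then exposed to compound by pintool overnight at 37 deg C. Rise in yellow fluorescence (Ex 488/Em 500-530, Acumen) marks blocked Vif-driven A3G degradation.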
LDHA block: qHTS assay for inhibitors of human lactate dehydrogenase; activity change, % (values are at about 110 or 230 µM); AID 1347041, 2019; actives 0.15% (n = 480,000); purified LDHA, NADH/diaphorase-resazurin fluorescence; active compounds read low; L-lactate dehydrogenase A chain (Homo sapiens), P00338; in the data active = activity change below about -30%;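 note: plate controls were DMSO wells for no effect and wells without enzyme for full effect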
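Human LDH5 (2 nM) was incubated with 0.06 mM NADH and 0.2 mM pyruvate for 5 min at room temperature in Tris pH 7.4. Remaining NADH was coupled through diaphorase/resazurin, and resorufin fluorescence was read at 0 and 20 min.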
* marks the source's active call; other numbers are inactive results; · = not tested or not shown; & = joins results of further samples. Unless noted, calls come from the whole dose curve; as a rule, active = well fitted curve in the direction sought with a large enough effect; inconclusive = small, poorly fitted or top-dose-only effect, or another doubt; inactive = no such curve, though single readings can be large; an effect the other way counts as inactive or inconclusive. Not all compounds are listed. The share of hits here may be higher or lower than overall.

The first three compounds (preview)
SMILES	Vif-A3F inh	Glioma ERSR ind	D1 antag	D1 ag	RXFP1 agonist	D1 potentiator	D2 potentiator	Vif-APOBEC3G blk	LDHA block
Cc1ccc(Cc2c(C)[nH]c(=S)[nH]c2=O)cc1	-7%	-2%	-4	1	4.0%	-2	4	0%	-7
CC(C)CC1(C)NC(=O)N(CC(=O)N2C(C)CCCC2C)C1=O (centres undefined)	3%	-1%	8	1	0.4%	-4	8	0%	-1
OCCN1CCN(C(=S)Nc2ccccc2)CC1	0%	-3%	13	0	-2.5%	5	-17	-2%	-2

Main list, repeating the preview:
SMILES	Vif-A3F inh	Glioma ERSR ind	D1 antag	D1 ag	RXFP1 agonist	D1 potentiator	D2 potentiator	Vif-APOBEC3G blk	LDHA block
Cc1ccc(Cc2c(C)[nH]c(=S)[nH]c2=O)cc1	-7%	-2%	-4	1	4.0%	-2	4	0%	-7
CC(C)CC1(C)NC(=O)N(CC(=O)N2C(C)CCCC2C)C1=O (centres undefined)	3%	-1%	8	1	0.4%	-4	8	0%	-1
OCCN1CCN(C(=S)Nc2ccccc2)CC1	0%	-3%	13	0	-2.5%	5	-17	-2%	-2
CCc1ccccc1N1C(=O)[C@@H]2Cc3ccccc3CN2C1=O	3%	-4%	7	4	-1.6%	1	0	0%	1
CC(OC(=O)CCc1nc2ccccc2c(=O)[nH]1)C(=O)c1ccc(C(C)(C)C)cc1 (centres undefined)	0%	7%	-15	29	0.9%	-2	-7	1%	-7
Cc1cc(C)nc(/N=C(\N)Nc2ccc(OCCC(C)C)cc2)n1	-18%	10%	-45*	86*	-0.4%	-6	-22	2%	-7
Cc1ccc(S(=O)(=O)Nc2ccc3ncccc3c2)cc1	1%	-1%	-38*	14	2.2%	-5	5	7%	-6
CC(C)c1c(C(=O)N/N=C/c2cccs2)nnn1-c1nonc1N	-3%	9%	24	22	0.5%	0	4	-2%	-2
COc1cc(/C=C/C(=O)OCC(=O)N2CCCCCC2)ccc1OCC#N	-5%	4%	-8	2	2.1%	-4	1	1%	-6
COc1cccc(C(=Cc2ccc([N+](=O)[O-])cc2)C(=O)O)c1	1%	-2%	·	·	·	·	·	-2%	-6
CCc1nc(SCc2ccc(Br)cc2)n[nH]1	14%	-4%	7	1	-1.4%	-4	-2	0%	5
CCc1ccc(/C(C)=N/Nc2cc(Cl)nc(C)n2)cc1	1%	8%	-11	2	-3.2%	-4	12	1%	9
Cc1ccccc1N1CC(C(=O)Nc2ccc(S(=O)(=O)N3CCOCC3)cc2)CC1=O (centres undefined)	11%	-4%	-3	1	1.8%	1	-6	9%	-1
Cc1nn(CC(=O)N2CCN(c3ccccc3)CC2)c(=O)c2cc3sccc3n12	-8%	-2%	-2	0	-0.5%	-1	·	0%	1
Cc1ccc(CN(C)C(=O)c2cccc(S(=O)(=O)N3CCCC3)c2)o1	-7%	-2%	·	·	·	·	·	2%	-10
O=C(NC(Cc1c[nH]c2ccccc12)c1nnc2n1CCCCC2)c1ccccc1Cl (centres undefined)	-1%	-3%	-4	4	1.2%	-1	·	-4%	2
COc1ccc(OC)c(/C=N/NC(=O)C(=O)N2CCCC2)c1	-5%	0%	9	2	4.3%	-5	·	-12%	1
CCc1ccc(C(=O)Nc2cccc(-c3nc4cc(C(C)C)ccc4o3)c2)cc1	-3%	0%	-5	2	2.8%	-5	16	-2%	1
COc1cc2c(cc1NC(=O)CSc1nnc(Cc3cccs3)n1C)oc1ccccc12	1%	-5%	-15	2	0.4%	0	-1	-9%	-6
CN(c1ccc(O)cc1)c1nc(-c2cccs2)cs1	1%	2%	15	4	-0.9%	-3	-8	3%	6
Cc1csc(NC(=O)c2ccc(Cl)cc2[N+](=O)[O-])n1	-18%	4%	-19	-1	1.9%	-2	0	-3%	-3
C[C@H](NC(=O)C1CCN(S(=O)(=O)c2ccccc2)CC1)C(=O)NC1CC1	-2%	-1%	·	·	·	·	·	-6%	-4
COc1ccc(-c2cc(=O)oc3cc(OC(C)C(=O)O)ccc23)cc1 (centres undefined)	-8%	-3%	4	-1	1.3%	-4	8	0%	2&-6
Cc1ccc(C23CC4CC(CC(CN)(C4)C2)C3)cc1	-1%	-2%	22	42*	0.5%	-6	-5	2%	-3
COc1cc(NC(=O)COC(=O)CCc2cc(OC)c(OC)c(OC)c2)cc(OC)c1	-11%	-5%	20	0	-2.0%	-5	6	-1%	0

Whole records, looked up by structure.
CCc1ccc(C(=O)Nc2cccc(-c3nc4cc(C(C)C)ccc4o3)c2)cc1 reads Vif-A3F inh: -3%; Glioma ERSR ind: 0%; D1 antag: -5; D1 ag: 2; RXFP1 agonist: 2.8%; D1 potentiator: -5; D2 potentiator: 16; Vif-APOBEC3G blk: -2%; LDHA block: 1
CCc1nc(SCc2ccc(Br)cc2)n[nH]1 reads Vif-A3F inh: 14%; Glioma ERSR ind: -4%; D1 antag: 7; D1 ag: 1; RXFP1 agonist: -1.4%; D1 potentiator: -4; D2 potentiator: -2; Vif-APOBEC3G blk: 0%; LDHA block: 5

Next section
SMILES	Vif-A3F inh	Glioma ERSR ind	D1 antag	D1 ag	RXFP1 agonist	D1 potentiator	D2 potentiator	Vif-APOBEC3G blk	LDHA block
CCSc1nnc2c3cc(CC)ccc3n(C)c2n1	9%	9%	-6	7	8.4%	-1	-4	1%	-3
CC12CCC(=O)N1C(C(=O)NNC(=O)c1ccc(F)cc1)CS2 (centres undefined)	-24%	-2%	-14	3	-2.1%	5	6	1%	-4
Cc1nnc2n(-c3ccccc3)c(=O)c3ccccc3n12	4%	-2%	·	·	·	·	·	2%	-6
Cc1ccc(-c2cc(C(=O)Nc3cc([N+](=O)[O-])ccc3C)no2)cc1F	1%	0%	6	0	2.1%	-4	1	-4%	-2
CCOCCCNC(=O)c1c(N)n(-c2ccc3c(c2)OCO3)c2nc3ccccc3nc12	-11%	-3%	-2	1	1.0%	-1	-1	-1%	-12
COC(=O)c1ccc2nc(C)cc(Nc3cccc(Cl)c3C)c2c1	2%	-6%	11	0	1.0%	-1	·	2%	-2
CCc1ccccc1NC(=O)N1C2CCCC1CC(NC(C)=O)C2 (centres undefined)	0%	-7%	-4	1	1.0%	0	·	-3%	-2
CCN(CCCNC(=O)CCNC(=O)Cn1cnc2ccccc2c1=O)c1cccc(C)c1	2%	-3%	-2	2	0.3%	1	-7	0%	4
CC(=O)Nc1ccc(NC(=S)Nc2ccc(F)cc2)cc1	-12%	-5%	16	-1	0.6%	1	9	4%	-4
CCOC(=O)c1c(NC(=O)CN2C(=O)C(=O)N(CC(C)C)C2=O)sc(C)c1CC	-4%	-2%	9	2	2.9%	-2	4	-2%	-11
NS(=O)(=O)c1cccc(NS(=O)(=O)c2cccc(C(F)(F)F)c2)c1	-2%	-1%	-6	1	-3.3%	-10	-11	-1%	-10
CC(=O)c1cccc(CN2CCCC(N3CCN(c4ccccc4F)CC3)C2)c1 (centres undefined)	0%	-3%	3	0	-0.1%	0	-28	2%	-5
O=C(NCCc1ccccc1)C(=O)NCC1OCCCN1S(=O)(=O)c1ccc(F)cc1 (centres undefined)	2%	-1%	8	0	0.4%	0	12	1%	0
Cc1ccc(CNC(=O)c2ccc(Cl)c(S(N)(=O)=O)c2)n1C	7%	0%	1	0	1.6%	-2	-2	2%	3
COc1ccc(S(=O)(=O)N(C)CC(=O)NCc2ccc3c(c2)OCO3)cc1	-13%	-1%	5	0	3.8%	-6	·	0%	-1
O=C1NN(c2ccc(Cl)cc2)C(=O)/C1=C\c1ccc(-c2cccc(C(=O)O)c2)o1	8%	-2%	25	1	7.8%	-1	2	-1%	2
COc1ccc(CCNC(=O)c2cccc(S(=O)(=O)N3CCCCC3)c2)cc1	10%	-3%	-6	7	0.0%	-6	12	8%	-3
O=C(c1ccccc1NS(=O)(=O)c1ccc(F)cc1)N1CCOCC1	-10%	-1%	3	0	-1.6%	-1	-3	-2%	-10
Fc1ccc(-c2ncc3ccccn23)cc1	1%	-1%	-5	3	-1.1%	4	-1	-3%	2
CCC(=O)Oc1ccc(NC(=O)CSCc2ccccc2)cc1	-4%	6%	-19	-1	1.7%	-3	-7	0%	-2
CCc1ccccc1NC(=O)Cn1c(=O)ccc2cc(S(=O)(=O)N3CCC(C)CC3)ccc21	0%	-5%	14	2	2.4%	-3	-4	-1%	0
COc1ccccc1CNS(=O)(=O)c1ccc2c(c1)CC(=O)N2C	4%&-3%	-3%&-3%	18&-3	3&8	0.3%&1.0%	1&-3	4&8	1%&0%	1&3
C=CC[C@H]1CC(C)=C[C@H](CC=C)N1	-16%	-3%	5	-2	1.4%	-7	2	-3%	3&-19&-2&-2
OCC1(Cc2cccc(Cl)c2)CCCN(Cc2sc(N3CCCC3)nc2Cl)C1 (centres undefined)	11%	-4%	20	2	2.2%	-1	-9	-11%	-1
Cc1ccc(NC(=O)NNC(=O)c2cccs2)cc1	-3%	2%	20	-1	-0.2%	1	-4	4%	-2
COc1cc(CCC(=O)Nc2c(C(=O)N3CCN(c4ccccc4)CC3)oc3ccccc23)on1	-1%	1%	5	1	0.1%	-2	-1	2%	0
O=C(NCc1cccnc1)C(=O)NCC(c1cccnc1)N1CCN(c2ccccc2)CC1 (centres undefined)	1%	-2%	3	1	0.7%	-5	-2	3%	4
